CHRM4 antagonist – human M4 muscarinic receptor antagonists, primary screen, CHO cells, Fluo-8 calcium fluorescence. AID 624125, 2012. hit rate 0.73% among 360,000. CHO-hM4 cells, ACh EC80. inhibition, % at 3 µM. Muscarinic acetylcholine receptor M4 (Homo sapiens), P08173;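 active means inhibition above its plate's cutoff, the mean inhibition of sample wells plus 3 SD, cut at about 27% in these data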;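 further: 0% = acetylcholine EC80 with DMSO and 100% = DMSO without agonist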
M1 ag parental – counter-screen for M1 agonists: effect in parental CHO-K1 cells. Fluo-8 calcium fluorescence; scaled to maximal ATP response, vehicle zero. activation, % at 3 µM. hit rate 0.48% among 360,000. AID 602248, 2012; in the data active means activation above about 15%;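 further: untransfected CHO-K1 host cells lacking M1 receptor as counterscreen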
CHO-K1 Ca antag – counter-screen for M1 antagonists: effect in parental CHO-K1 cells. hit rate 0.6% among 360,000. inhibition, % at 3 µM. ATP-induced calcium, Fluo-8 fluorescence;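 active means inhibition above a per-plate cutoff, the plate's mean sample inhibition plus 3 SD, cut at about 24% in these data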;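 further: 0% = DMSO plus EC80 ATP and 100% = DMSO alone without ATP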
CHRM4 agonist – human M4 muscarinic receptor agonists, primary screen, CHO-K1 cells, Fluo-8 calcium fluorescence; Muscarinic acetylcholine receptor M4 (Homo sapiens), P08173; CHO-K1 hM4/Gqi5; vehicle 0%, full acetylcholine response 100%; activation, % at 3 µM; hit rate 0.14% among 360,000; AID 624127, 2012;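 active means activation above the run mean over all test wells plus 3 SD, cut at about 32% in these data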;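 further: peak over basal fluorescence ratio per well then scaled between controls; 0% = DMSO wells and 100% = acetylcholine at EC100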
CHRM1 agonist – human M1 muscarinic receptor agonists, primary screen, Fluo-8 calcium fluorescence, CHO-K1 cells, HTS. Muscarinic acetylcholine receptor M1 (Homo sapiens), P11229. CHO-K1 hM1, agonist mode; 0% DMSO, 100% acetylcholine EC100. activation, % at 3 µM. hit rate 0.33% among 360,000;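 active means activation above the run's mean compound activation plus 3 SD, cut at about 16% in these data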;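 further: peak over basal fluorescence ratio within a 140 s kinetic read after compound addition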
Target sequence (P11229 whole entry, looked up): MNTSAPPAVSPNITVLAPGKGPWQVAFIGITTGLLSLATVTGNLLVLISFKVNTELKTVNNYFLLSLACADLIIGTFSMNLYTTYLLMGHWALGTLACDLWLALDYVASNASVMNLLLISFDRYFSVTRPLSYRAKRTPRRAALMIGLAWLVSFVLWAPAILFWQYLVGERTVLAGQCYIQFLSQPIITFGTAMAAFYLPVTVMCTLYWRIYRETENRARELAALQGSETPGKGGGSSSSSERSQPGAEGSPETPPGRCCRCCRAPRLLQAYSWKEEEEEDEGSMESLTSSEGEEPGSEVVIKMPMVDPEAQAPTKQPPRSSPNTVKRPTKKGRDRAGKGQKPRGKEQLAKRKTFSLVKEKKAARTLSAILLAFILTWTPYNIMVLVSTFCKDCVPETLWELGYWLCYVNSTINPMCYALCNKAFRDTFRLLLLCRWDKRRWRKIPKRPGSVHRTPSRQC
OXTR potentiate – human OXTR potentiators, primary screen, fluorescence, CHO-OTR cells, Fluo-8 calcium. Oxytocin receptor (Homo sapiens), P30559. Fluo-8 calcium fluorescence, potentiator mode; 0% = oxytocin EC15, 100% = EC100. activation, % at 3 µM. hit rate 0.061% among 320,000;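 active means activation above that plate's cutoff, the mean activation of tested compounds plus 3 SD, cut at about 6.6% in these data, passing the limit was not always enough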;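 further: 100% uses oxytocin at 75 nM as the full agonist control; some results filed as inactive read as strong as hits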
Target sequence (P30559 whole entry, looked up): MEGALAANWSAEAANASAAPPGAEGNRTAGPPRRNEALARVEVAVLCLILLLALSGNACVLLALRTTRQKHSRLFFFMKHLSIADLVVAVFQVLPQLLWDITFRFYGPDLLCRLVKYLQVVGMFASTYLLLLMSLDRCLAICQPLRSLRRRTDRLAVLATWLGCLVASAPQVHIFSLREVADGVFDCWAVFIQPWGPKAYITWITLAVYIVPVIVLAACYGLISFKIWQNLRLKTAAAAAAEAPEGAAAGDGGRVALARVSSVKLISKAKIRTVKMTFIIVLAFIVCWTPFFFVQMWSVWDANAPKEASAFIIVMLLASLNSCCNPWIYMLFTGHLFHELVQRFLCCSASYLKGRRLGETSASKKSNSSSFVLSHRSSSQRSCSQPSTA
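Assay system: CHO cell line stably expressing human OTR | Also added: Oxytocin at about EC15, sub-maximal agonist stimulus | Times: Compound 6 min at room temperature before oxytocin, 100 s read | Measured by: Fluo-8 intracellular calcium fluorescence, ex 470-495, em 515-575 nm | Controls: EC15 oxytocin alone as 0%, 75 nM oxytocin as 100%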
CHO parental Ca – ATP-evoked calcium signal inhibitors, parental CHO, primary screen, counter-screen for OX1R antagonist project, cell-based, fluorescence, Fluo-8 calcium dye | inhibition, % at 5.6 µM | parental CHO-K1, ATP-induced calcium, Fluo-8 fluorescence | AID 463079, 2010 | hit rate 0.63% among 330,000;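 active means inhibition above that plate's mean sample inhibition plus 3 SD, cut at about 26% in these data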;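 further: 0% = ATP-challenged DMSO wells and 100% = DMSO wells without ATP; some compounds past the cut are filed as inactive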
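Test system: untransfected parental CHO cell line; also added: ATP stimulus; dosing: 5.6 µM, single dose; signal: calcium-sensitive Fluo-8 fluorescence; measure: percent inhibition of ATP-evoked calcium rise, normalized to controls; benchmarks: low control ATP plus DMSO, high control DMSO only; replication: one well per compound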
M1 PAM – human M1 muscarinic receptor positive allosteric modulators, primary screen, CHO-K1 cells, Fluo-8 calcium fluorescence, 1536-well; hit rate 0.088% among 360,000; CHO-K1 hM1, ACh EC20; 0% = ACh EC20, 100% = maximal ACh; Muscarinic acetylcholine receptor M1 (Homo sapiens), P11229; activation, % at 3 µM; in the data active means activation above about 19%, passing the limit was not always enough
CHRM1 antagonist – human M1 muscarinic receptor antagonists, primary screen, CHO-K1 cells, Fluo-8 calcium fluorescence, 1536-well | Muscarinic acetylcholine receptor M1 (Homo sapiens), P11229 | CHO-K1 hM1, ACh EC80 antagonist | inhibition, % at 3 µM | hit rate 1.3% among 360,000 | AID 588852, 2011;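 active means percent inhibition above its own plate's cutoff, namely the mean of that plate's compound wells plus 3 SD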;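 further: peak over basal fluorescence ratio during 140 s after agonist addition; 0% = ACh EC80 plus DMSO and 100% = DMSO alone without agonist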
The depositor's hits bear a star; · = no result given. Rows were taken by chance. Share with any hit: about 2.9%.

SMILES | CHRM4 antagonist | M1 ag parental | CHO-K1 Ca antag | CHRM4 agonist | CHRM1 agonist | OXTR potentiate | CHO parental Ca | M1 PAM | CHRM1 antagonist
Cc1ccc(NC(=O)Nc2c(C)n(C)n(-c3ccccc3)c2=O)cc1C | 0 | 0.8 | -9 | 1 | -13 | -1 | 10 | 13 | -10
O=C(Nc1cccc(C(=O)N2CCOCC2)c1)c1ccccc1Cl | -3 | 0.8 | -3 | 1 | -1 | -9 | 5 | 11 | -13
O=C(CSc1nnc2ccccn12)NCCN1C(=O)CSC1=O | -3 | 1.2 | -11 | 0 | -4 | -14 | -19 | 10 | -4
Cc1cnc(NC(=O)CSc2nnc(C)n2N)s1 | -10 | -0.3 | -5 | 0 | -8 | -7 | -4 | 1 | -5
Cc1onc(-c2ccccc2Cl)c1C(=O)NCc1ccco1 | 5 | 0.4 | -12 | 2 | -5 | -2 | -2 | 12 | -18
O=C(NCc1ccccc1)Oc1cccc(Cl)c1 | 6 | 1.0 | -3 | 2 | -2 | -8 | -6 | 3 | -3
Cc1ccc(C(=O)N2CCN(c3ccc(N4CCOCC4)nn3)CC2)cc1C | -3 | 0.1 | 2 | 1 | -4 | -2 | -6 | 1 | 6
O=C(COC(=O)c1ccc(Br)o1)Nc1ccc(N2CCOCC2)cc1 | -1 | 0.5 | 1 | 0 | -5 | -5 | -5 | -1 | 7
COc1cccc2cc(C(C)N(CCCN3CCOCC3)C(=S)Nc3cc(C)cc(C)c3)oc12 (stereo unspecified) | 2 | -0.2 | -4 | 0 | -7 | -3 | -13 | 10 | -20
N#Cc1ccc(C(=O)Nc2cc(S(=O)(=O)N3CCOCC3)ccc2N2CCOCC2)cc1 | -2 | -0.2 | -10 | 2 | -5 | · | · | 5 | -7
C=CCn1c(NCc2ccc(OC)cc2)nc2ccccc21 | 9 | 1.5 | -12 | 1 | -4 | -4 | -17 | 1 | -5
COc1cccc2cc(-c3n[nH]c(=S)n3C)oc12 | 2 | 0.2 | -9 | 2 | -4 | -17 | -4 | 0 | 2
CCOC(=O)C1CCN(S(=O)(=O)c2cccc(C(=O)Nc3ccccc3)c2)CC1 | -1 | 6.4 | -4 | 7 | -2 | -9 | -8 | 4 | -4
CC(C)c1ccc(S(=O)(=O)N2CCC(C(=O)N3CCC3)CC2)cc1 | -5 | 1.6 | -6 | 2 | 2 | 0 | -16 | 7 | 2
CN=c1scc(C)n1/N=C/c1ccc2c(c1)OCO2 | 16 | 0.5 | -1 | 1 | -4 | -8 | -16 | -1 | 0
Cn1c(=O)c2[nH]c(-c3cccnc3)nc2n(C)c1=O | -9 | -0.1 | -6 | 1 | -5 | -3 | -1 | 5 | -10
CN(C)S(=O)(=O)c1ccc(Nc2ccc(-c3ccc4c(c3)OCCO4)nn2)cc1 | -8 | 3.3 | -1 | 6 | -1 | -3 | -2 | -1 | -2
COCCCNS(=O)(=O)c1ccc(C)cc1 | 9 | 0.5 | -17 | 0 | -7 | 5 | 2 | 5 | -3
COc1cccc(C(=O)NCCS(=O)(=O)NCC2CCCO2)c1 (stereo unspecified) | 4 | 0.3 | -10 | 1 | 1 | -7 | -2 | -6 | 9
CC(C)(C)c1nnc(NC(=O)CCS(=O)(=O)Cc2ccccc2)s1 | 7 | 1.8 | -16 | 1 | -1 | -2 | -6 | 11 | -5
Cc1ccc(N(C)S(=O)(=O)c2cccc(C(=O)NCC(c3cccs3)N3CCOCC3)c2)cc1 (stereo unspecified) | -1 | 1.7 | -8 | 3 | -5 | 1 | -31 | 4 | -13
CCn1c(-c2ccccc2)ccc(C#N)c1=O | -9 | 0.0 | -9 | -3 | -4 | 0 | -6 | 5 | -3
COc1ccc2[nH]c(=O)c(CN(C(=O)c3ccccn3)C3CCCCC3)cc2c1 | -7 | 0.9 | -2 | 2 | -5 | -9 | -22 | 0 | -23
CC(C)CNC(=O)c1cccc(NC(=O)c2ccc(NC(=O)c3ccco3)cc2)c1 | 6 | 4.9 | -6 | 13 | -7 | -2 | -12 | -10 | 17
CN(C(=S)NC(=O)c1ccc(Br)o1)c1ccccc1 | -3 | -0.1 | -2 | 1 | -5 | 3 | 12 | 0 | 3
COc1ccc(S(=O)(=O)Nc2ccc3c(c2)OCO3)cc1OC | -3 | 1.5 | -10 | 2 | 1 | -1 | -13 | 0 | -2
COc1ccc(N(CC(=O)N/N=C/c2cccs2)S(=O)(=O)c2ccccc2)cc1 | -8 | 3.3 | 3 | 0 | -6 | -17 | 1 | -2 | 3
Cc1cc(C)c([N+](=O)[O-])cc1NC(=O)CCSc1ccccc1Cl | -1 | 0.8 | -3 | 2 | -8 | -13 | 16 | -9 | 10
COc1ccc(-c2cnc3c(c2)C(=O)N([C@H](C)CO)C[C@@H](C)[C@H](CN(C)Cc2ccccc2)O3)cc1 | 13 | -0.1 | -12 | 0 | -10 | · | · | -31 | 79*
Cc1ccc2nc(-c3cccnc3SCC(=O)N3c4ccccc4CC3C)[nH]c2c1 (stereo unspecified) | 6 | 0.3 | -18 | -1 | -8 | -1 | -29 | -1 | -8
CC(=O)NCCC(=O)Nc1cc(S(=O)(=O)Nc2ccc(Cl)cc2)ccc1N1CCCC1 | -3 | -0.1 | -12 | 0 | -5 | -21 | -13 | -2 | 5
CCC(C)(C#CCN1CCCCC1)OCCC#N (stereo unspecified) | 47* | 0.4 | -2 | 0 | -12 | -2 | -2 | -26 | 69*
CCN(CC)S(=O)(=O)c1c(Br)cc(C)cc1Br | -11 | -0.4 | -24 | 2 | -11 | -1 | -18 | 2 | 3
CCCCN1C(=O)C(=O)N(CC(=O)c2ccc[nH]2)C1=O | -17 | 0.2 | 1 | -1 | 5 | -2 | -4 | 6 | -9
CCC(C)NC(=O)CNC(=S)N(Cc1ccccc1)Cc1cccnc1 (stereo unspecified) | 0 | 0.6 | -14 | 2 | -7 | 0 | -8 | -2 | 8
Cc1ccc(N/C(N)=N/c2nc(C)cc(C)n2)cc1 | 25 | 9.4 | -3 | 22 | -5 | -12 | 3 | -7 | -6
N/C(=N\OS(=O)(=O)c1ccc(Br)cc1)c1ccncc1 | 7 | 0.5 | 2 | 0 | -3 | -2 | 4 | 5 | -8
Cc1cc(NC(=O)c2cc(-c3cccs3)on2)nn1Cc1ccc(Cl)cc1 | -4 | 0.8 | -24 | 1 | -4 | -4 | -20 | 5 | -7
CCc1ccc(Nc2nnc(SC3CCOC3=O)s2)cc1 (stereo unspecified) | -1 | -0.2 | -7 | 1 | -13 | -3 | -9 | 4 | -13
COC(=O)c1cc(S(=O)(=O)N(C)C2CCCCC2)cn1C | -15 | 1.0 | -9 | 1 | -3 | -5 | -9 | 2 | -9

Single entries from above:
Entry of CCCCN1C(=O)C(=O)N(CC(=O)c2ccc[nH]2)C1=O under CHRM1 agonist: 5
Entry of CCc1ccc(Nc2nnc(SC3CCOC3=O)s2)cc1 (stereo unspecified) under OXTR potentiate: -3

The list goes on:
SMILES | CHRM4 antagonist | M1 ag parental | CHO-K1 Ca antag | CHRM4 agonist | CHRM1 agonist | OXTR potentiate | CHO parental Ca | M1 PAM | CHRM1 antagonist
Cc1nn(CCN)c(C)c1Cl | -5 | 0.1 | 0 | 1 | -11 | -12 | 10 | 5 | 1
CCc1nc(SCC(=O)Nc2ccc(F)cc2)c2c(=O)n(C)c(=O)n(C)c2n1 | -2 | 0.7 | -5 | 1 | -2 | 1 | -7 | 4 | 2
O=C(c1ccc(C#CC2(O)CCCCC2)cc1)N1CCOCC1 | 11 | 0.1 | -12 | 2 | -2 | -3 | -16 | 2 | 9
S=c1sscc1-c1ccccc1 | -2 | -0.5 | -16 | 0 | -7 | · | · | 14 | -11
COC(=O)c1ccc(CN(c2ccc(C)cc2)S(=O)(=O)c2ccc3c(c2)OCCO3)o1 | 2 | 2.9 | -12 | 3 | -2 | -21 | -3 | -3 | -9
NS(=O)(=O)c1cc(C(=O)Nc2ccc3c(c2)OCCCO3)ccc1Cl | 4 | 0.6 | 1 | 1 | -5 | -12 | -16 | 4 | -3
CCn1nc(C)cc1C(=O)N(C)C1CCCN(Cc2ccccc2F)C1 (stereo unspecified) | 0 | 0.8 | -10 | 1 | -4 | 3 | -2 | 8 | -11
COc1cccc(CC(NC(C)=O)C(=O)NC2CCN(c3c(Cc4ccccc4)c(C)nc4ncnn34)CC2)c1 (stereo unspecified) | 8 | 4.8 | 1 | 14 | -3 | 0 | -6 | 2 | 3
CC(C)(C)C1CCC(=NNC(=O)c2ccccc2-n2cccc2)CC1 (stereo unspecified) | -9 | 0.5 | -15 | -2 | -9 | -11 | -11 | 4 | -2
O=C(CN=C1NS(=O)(=O)c2ccccc21)OCC(=O)c1cc(F)ccc1F | 1 | 0.6 | -15 | 1 | -2 | -2 | -6 | 8 | -8
CCn1c(COc2ccccc2C)nnc1SCC(=O)Nc1ccc2c(c1)OCCO2 | -7 | 0.8 | 5 | 1 | -7 | · | · | -6 | -2
COc1ccc(C)cc1NC(=O)CCCN1C(=O)C(c2ccccc2)Oc2cccnc21 (stereo unspecified) | -9 | 2.8 | -2 | 7 | -1 | -4 | -19 | 3 | -6
Clc1ccc(-c2ccccc2)cn1 | -8 | 1.1 | -2 | 1 | -4 | -2 | -5 | 7 | -3
CC(C)C(=O)Nc1cccc(-c2cnc3ccccc3n2)c1 | -1 | 3.2 | -9 | 7 | -4 | -3 | -24 | 0 | 4
CCOC(=O)c1c(NC(=O)C2CC2)sc2c1CC(C)(C)OC2 | -4 | 1.2 | -14 | 0 | -5 | -1 | -12 | 5 | -4
COc1ccc2c(COC(=O)[C@@H]3CCCN3S(=O)(=O)c3ccc(Cl)cc3)cc(=O)oc2c1 | 5 | 4.2 | -7 | 11 | -2 | · | · | 2 | -9
CC(=O)Nc1ccc(C(=O)OCC(=O)c2cccc([N+](=O)[O-])c2)cc1 | -4 | 4.8 | 0 | 8 | -3 | -7 | -8 | 4 | 0
COc1ccccc1C(=O)COC(=O)/C(=C/c1ccccc1)NC(C)=O | -27 | 0.4 | 3 | 2 | 1 | -10 | -24 | 5 | -9
CC(C)CC(Nc1ncnc2scc(-c3ccccc3)c12)C(=O)O (stereo unspecified) | -3 | 0.3 | -16 | 0 | 1 | -2 | -7 | 12 | -13
O=C(CCC(=O)c1cccs1)Nc1ccc(N2CCCCC2)cc1 | -5 | -0.4 | 0 | 2 | -1 | 1 | -7 | 8 | 8

Screening data: PubChem BioAssay, The Scripps Research Institute Molecular Screening Center
